Exocytosis inh: blocks lytic granule exocytosis; AID 651702; TALL-104 LAMP-1 surface exposure, flow cytometry; cells stimulated with thapsigargin and PMA; inhibition, % at 10 µM; 360,000 compounds, 0.66% hits;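 active means inhibition above about 55%, limit read from the data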
PDI turbidity: blocks human protein disulfide isomerase activity. inhibition, % at 10 µM. PDI insulin aggregation turbidity, A650, 90 min. AID 588391. 350,000 compounds, 0.052% hits;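 active means mean inhibition across replicates of 30% or more, whatever share of single replicates reach that level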;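 further: absorbance from insulin aggregation driven by PDI reduction with DTT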
Target sequence (P07237 whole entry, looked up): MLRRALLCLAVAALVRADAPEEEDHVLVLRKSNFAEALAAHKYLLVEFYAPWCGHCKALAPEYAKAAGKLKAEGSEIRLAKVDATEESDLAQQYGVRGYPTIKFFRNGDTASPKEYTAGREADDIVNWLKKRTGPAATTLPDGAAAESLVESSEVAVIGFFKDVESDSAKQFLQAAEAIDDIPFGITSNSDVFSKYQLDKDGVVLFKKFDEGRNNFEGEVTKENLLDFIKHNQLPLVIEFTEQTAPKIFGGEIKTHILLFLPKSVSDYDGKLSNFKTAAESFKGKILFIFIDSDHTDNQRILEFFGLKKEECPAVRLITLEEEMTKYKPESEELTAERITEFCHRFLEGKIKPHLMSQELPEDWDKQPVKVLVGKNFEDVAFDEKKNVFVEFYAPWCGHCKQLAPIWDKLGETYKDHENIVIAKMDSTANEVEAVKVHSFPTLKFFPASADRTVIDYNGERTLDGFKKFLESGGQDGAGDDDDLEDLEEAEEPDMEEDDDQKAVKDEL
CaV13 ICDI inh: Primary screen for inhibitors of IQ motif and Ca2+-dependent inactivation inhibitor domain binding in CACNA1D, Förster resonance energy transfer in living cells, …. HEK cells, CFP/YFP FRET ICDI-IQ, plate reader, 10 min; percent FRET-ratio fall versus neutral wells. inhibition, % at 12.3 µM. 340,000 compounds, 0.098% hits;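 active means mean replicate inhibition of at least 30% and at least 1% of replicates passing that level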;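 further: 0% = median of the neutral control wells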
N-glyco inh: blocks N-linked glycosylation in D54 reporter cells; D54 ERlucT glycosylation luciferase reporter, 24 h; percent of 100 nM tunicamycin response; reporter increase, % at 12.5 µM; 360,000 compounds, 0.23% hits; AID 588692;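 active means mean luciferase reporter signal, scaled so untreated is 0 and the glycosylation-blocking control 100, at or above a set limit in every replicate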;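 further: luciferase carries N-glycosylation sites so blocking glycosylation raises the light; 0% = median of neutral control wells and 100% = median of 100 nM tunicamycin wells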
aDG glyco act: alpha-DG glycosylation activation; Pro5-aDG cells, alpha-DG glycosylation AlphaScreen (IIH6); 0% Pro5, 100% B10-LARGE cell signal; activation, % at 10 µM; 360,000 compounds, 0.22% hits;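 active means activation of at least 8% versus controls, or a plate z-score of at least 8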;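 further: Pro5 are CHO cells carrying HIG-tagged alpha-DG that lacks glycosylation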
H9c2 protect: myocardial damage modulation in H9c2 cells; AID 588492; 360,000 compounds, 0.63% hits; H9c2 cardiomyocytes, H2O2 injury protection, ATPLite, 2 h; protection from H2O2 cell death, % at 20 µM;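 active means compounds giving at least 50% protection of heart cells from peroxide-induced death in the single-dose screen, raw or plate-pattern-corrected value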;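 further: 0% = DMSO wells with peroxide and 100% = DMSO wells without peroxide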
ABCB6 inh 2: inhibitors of human ABC transporter ABCB6; K562-ABCB6 porphyrin accumulation, flow cytometry, 1 h; active compounds read low; 360,000 compounds, 0.19% hits; fluorescence ratio to DMSO, % at 10 µM;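 active means fluorescence ratio to DMSO below 75%, the collection mean minus 3 SD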;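 further: signal is porphyrin accumulated inside mitochondria; 100% equals median channel fluorescence of DMSO control wells; lower ratio means ABCB6 inhibition with less porphyrin fluorescence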
iPSC survival up: hiPSC single-cell survival enhancement. ATPlite luminescence; 100% = ROCK inhibitor wells, 0% = DMSO. survival enhancement, % at 20 µM. 360,000 compounds, 0.044% hits. AID 602274; in the data active means survival enhancement above about 18%;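 further: cells exposed to compounds for 16 hours before the ATP read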
HTR2A ag: mouse HTR2A agonism via beta-arrestin recruitment; P35363; CHO-K1 mHTR2A beta-arrestin complementation, luminescence; percent of 30 µM serotonin response; 360,000 compounds, 0.66% hits; activation, % at 7.6 µM;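 active means activation above a run cutoff, the mean activation of all tested compounds plus 3 SD, cut at about 14% in these data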;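 further: 0% = plate median of compound wells and 100% = 30 µM serotonin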
Target sequence (P35363 whole entry, looked up): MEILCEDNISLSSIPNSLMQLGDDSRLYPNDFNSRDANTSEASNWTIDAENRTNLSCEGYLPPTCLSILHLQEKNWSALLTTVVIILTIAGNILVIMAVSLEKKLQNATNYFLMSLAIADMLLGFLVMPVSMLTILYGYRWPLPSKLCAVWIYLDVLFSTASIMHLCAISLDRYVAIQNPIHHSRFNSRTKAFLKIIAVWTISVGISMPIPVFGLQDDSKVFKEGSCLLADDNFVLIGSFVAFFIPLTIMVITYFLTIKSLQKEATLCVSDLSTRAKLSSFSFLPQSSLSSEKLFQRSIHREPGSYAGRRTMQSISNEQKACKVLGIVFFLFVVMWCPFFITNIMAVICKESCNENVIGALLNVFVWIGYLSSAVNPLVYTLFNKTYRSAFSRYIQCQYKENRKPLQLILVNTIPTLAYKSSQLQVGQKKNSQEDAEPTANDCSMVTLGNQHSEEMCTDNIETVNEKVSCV
Vif inh: blocks HIV Vif function; HEK293T cells, Vif self-association by quenched fluorescence, imaging, 24 h; 340,000 compounds, 0.35% hits; inhibition, % at 7.49 µM; in the data active means inhibition above about 50%, passing the limit was not always enough; further: some results filed as inactive read as strong as hits
An asterisk follows results filed as active; . = no result given; & = joins results of further samples.

SMILES	Exocytosis inh	PDI turbidity	CaV13 ICDI inh	N-glyco inh	aDG glyco act	H9c2 protect	ABCB6 inh 2	iPSC survival up	HTR2A ag	Vif inh
Cc1cccc(N(C)C(=O)c2cc(S(=O)(=O)N3CCCC3)cn2C)c1	7	.	-6	-1	0.0	1	94	0.8	0	0
COC(=O)c1[nH]c2ccc(F)cc2c1NC(=O)C1=COCCO1	-3	9	.	0	-0.2	-6	98	0.6	0	-4&-4
CC(C)(C)c1ccc(NC(=O)CN2C(=O)NC(C)(C3CC3)C2=O)cc1 (centres undefined)	-2	7	-6	5	0.2	13	101	-0.2	3	-6
CCOc1ccccc1NC(=S)NCCc1ccc(F)cc1	0	4	10	-4	0.0	-7	96	2.2	-6	-9
O=[N+]([O-])c1ccc(Cl)c(S(=O)(=O)NCC2CCCO2)c1 (centres undefined)	5	-3	-6	0	-0.1	5	97	3.3	2	-18
CC(C)(O)CN(C(=O)c1ccc([N+](=O)[O-])cc1)C1CCCC1	-21	6	-6	-1	0.0	10	89	-1.6	-1	-1
O=C(COC(=O)c1ccccn1)Nc1ccc2c(c1)OCCO2	0	-5	-5	0	0.0	-2	92	-0.7	-10	5
C[N+]1(CC#CC(O)(c2ccccc2)c2ccccc2)CCCC1	6	14	-2	1	-0.1	4	97	0.9	5	-2
CCOc1ccccc1-c1nnc(CS(=O)(=O)c2ccccc2)o1	25	-12	-7	3	-0.4	0	101	-0.3	4	3
CC(OC(=O)c1cccnc1Cl)C(=O)NC1CCCCC1 (centres undefined)	-1	1	-13	0	0.0	5	97	8.0	4	.
CCNC(=O)c1cc(Br)ccc1Cl	-1	-4	-8	2	0.0	-1	89	-0.5	1	-7
COc1ccc(C(=O)N/N=C/c2c(CO)cnc(C)c2O)cc1	-2	-2	-4	-1	0.2	18	100	0.2	-6	0

Three entries out of the list, arranged by formula weight, lowest first.
SMILES	Exocytosis inh	PDI turbidity	CaV13 ICDI inh	N-glyco inh	aDG glyco act	H9c2 protect	ABCB6 inh 2	iPSC survival up	HTR2A ag	Vif inh
CCNC(=O)c1cc(Br)ccc1Cl	-1	-4	-8	2	0.0	-1	89	-0.5	1	-7
O=[N+]([O-])c1ccc(Cl)c(S(=O)(=O)NCC2CCCO2)c1 (centres undefined)	5	-3	-6	0	-0.1	5	97	3.3	2	-18
Cc1cccc(N(C)C(=O)c2cc(S(=O)(=O)N3CCCC3)cn2C)c1	7	.	-6	-1	0.0	1	94	0.8	0	0

Arranged by value in aDG glyco act (descending): some entries from above.
| molecule | Exocytosis inh | PDI turbidity | CaV13 ICDI inh | N-glyco inh | aDG glyco act | ABCB6 inh 2 | HTR2A ag | Vif inh |
| --- | --- | --- | --- | --- | --- | --- | --- | --- |
| Cc1cccc(N(C)C(=O)c2cc(S(=O)(=O)N3CCCC3)cn2C)c1 | 7 | . | -6 | -1 | 0.0 | 94 | 0 | 0 |
| C[N+]1(CC#CC(O)(c2ccccc2)c2ccccc2)CCCC1 | 6 | 14 | -2 | 1 | -0.1 | 97 | 5 | -2 |
| COC(=O)c1[nH]c2ccc(F)cc2c1NC(=O)C1=COCCO1 | -3 | 9 | . | 0 | -0.2 | 98 | 0 | -4&-4 |
| CCOc1ccccc1-c1nnc(CS(=O)(=O)c2ccccc2)o1 | 25 | -12 | -7 | 3 | -0.4 | 101 | 4 | 3 |

Following part:
SMILES	Exocytosis inh	PDI turbidity	CaV13 ICDI inh	N-glyco inh	aDG glyco act	H9c2 protect	ABCB6 inh 2	iPSC survival up	HTR2A ag	Vif inh
Cc1ccc(NC(=O)CSc2nc3[nH]ncc3c(=O)[nH]2)c(C)c1	2	3	15	-1	-0.1	-2	79	2.1	-1	0
COc1ccc(C(=O)NC(=S)NCc2cccnc2)cc1[N+](=O)[O-]	-2	-14	-2	2	-0.1	2	78	-0.4	6	5
Cc1cccc(C(=O)Nc2ccc3c(c2)C(=O)NC3=O)c1	-3	0	-7	3	4.8	-2	95	0.8	3	13
COc1ccc(Br)cc1C(=O)N/N=C/c1cccnc1	-3	-6	-3	1	0.1	4	96	-0.4	2	7
Cc1ccc(NC(=O)C2C3CCC(O3)C2C(=O)O)c(Br)c1 (centres undefined)	4	-4	-20	3	0.0	-6	94	-0.5	5	-1
CCOC(=O)c1cc(C)n(CCCN2CCOCC2)c1C	-2	2	-12	1	0.0	9	103	0.3	3	8
Cn1c2ccc(CC(=O)O)cc2c2cc(CC(=O)O)ccc21	0	15	.	1	1.0	1	99	-1.7	1	11
C#CCOCCOCCOCCNc1nc(N2CCN(C(=O)[C@H](CCC(=O)O)n3cc(C(N)[C@H](C)CC)nn3)CC2)nc(N2CCN(C(=O)[C@H](Cc3ccc(O)cc3)n3cc(C(N)[C@H](C)CC)nn3)CC2)n1 (some centres undefined)	4	9	.	0	-0.3	2	98	1.2	10	-3
Cc1cc(C)c(OCCNCc2ccccc2)c(C)c1	6	-1	-3	1	0.2	-3	100	-0.1	12	2
CC(C)C(NC(=O)C1(NC(=O)OCc2ccccc2)CCCC1)C(=O)O (centres undefined)	-8	8	-6	0	0.0	-1	103	-2.6	-2	-3
CCn1c(SCC(=O)N2CCCC2)nnc1-c1ccc(S(=O)(=O)N2CCCCCC2)cc1	-2	11	-2	0	0.3	-3	105	-0.3	2	7
O=[N+]([O-])c1cccc(C2NCC(c3ccccc3Cl)c3c2[nH]c2ccccc32)c1 (centres undefined)	2	-1	-18	-3	0.0	0	91	-0.1	-2	0

Gathered by group: the entries above containing an aryl methoxy group
SMILES	Exocytosis inh	PDI turbidity	CaV13 ICDI inh	N-glyco inh	aDG glyco act	H9c2 protect	ABCB6 inh 2	iPSC survival up	HTR2A ag	Vif inh
COc1ccc(C(=O)N/N=C/c2c(CO)cnc(C)c2O)cc1	-2	-2	-4	-1	0.2	18	100	0.2	-6	0
COc1ccc(C(=O)NC(=S)NCc2cccnc2)cc1[N+](=O)[O-]	-2	-14	-2	2	-0.1	2	78	-0.4	6	5
COc1ccc(Br)cc1C(=O)N/N=C/c1cccnc1	-3	-6	-3	1	0.1	4	96	-0.4	2	7

Entries of single compounds from above. Order of values: Exocytosis inh, PDI turbidity, CaV13 ICDI inh, N-glyco inh, aDG glyco act, H9c2 protect, ABCB6 inh 2, iPSC survival up, HTR2A ag, Vif inh
`Cc1cc(C)c(OCCNCc2ccccc2)c(C)c1` across the screens: 6, -1, -3, 1, 0.2, -3, 100, -0.1, 12, 2
`Cc1ccc(NC(=O)C2C3CCC(O3)C2C(=O)O)c(Br)c1` (centres undefined) across the screens: 4, -4, -20, 3, 0.0, -6, 94, -0.5, 5, -1

Additional structures
SMILES	Exocytosis inh	PDI turbidity	CaV13 ICDI inh	N-glyco inh	aDG glyco act	H9c2 protect	ABCB6 inh 2	iPSC survival up	HTR2A ag	Vif inh
Cc1ccc(C)c(NC(=O)c2nc(-c3ccccc3)n(-c3ccccc3)n2)c1	68*	-6	-5	-5	0.3	-23	96	-0.5	-4	16
COc1ccccc1Nc1cc(C(=O)NCc2cccnc2)c2ccccc2n1	7	7	-4	1	0.0	17	97	0.5	-3	-6
Cn1c(=O)c2cc(S(=O)(=O)NC(C(=O)Nc3cccnc3)c3ccccc3)ccc2n(C)c1=O (centres undefined)	-1	13	-5	-2	0.2	18	104	1.2	0	3
CCC(=O)Nc1cccc(-c2cn3cccc(C)c3n2)c1	-3	-1	-5	0	0.0	-1	102	-0.3	3	7
Cc1cc(N2C(=O)c3ccc(C(=O)NCc4ccccc4)cc3C2=O)no1	-4	-2	-6	1	-0.1	2	88	-0.9	-6	6
COc1ccc(C(=O)Cc2nnc(C)s2)c(OC)c1	-7	-2	-4	1	0.2	3	105	-1.3	0	1
Cc1ccc(Nc2nc(N)c([N+](=O)[O-])c(NCCO)n2)cc1	1	1	-20	0	0.0	4	96	0.4	0	5
CSCCC(NC(=O)c1ccccc1Cl)C(=O)N1CCC1 (centres undefined)	-2	-4	-7	0	0.5	1	101	0.0	3	-3
O=C(COc1ccc(Cl)cc1)NCCN1CCCC1	-3	-3	-1	-2	-0.1	6	102	0.9	-2	-4
CCOC(=O)C(NC(=O)c1ccccc1)=C1CCCCC1	-2	8	.	0	0.2	0	113	1.5	3	1
Cc1ccccc1NC(=O)CC(C)S(=O)(=O)c1ccc2c(c1)NC(=O)CO2 (centres undefined)	-1	-6	-4	0	-0.1	-1	100	-0.6	11	-1
CN(NC(=O)c1ccc(Cl)cc1)c1cccc(Cl)n1	0	3	-5	2	0.0	4	101	3.1	-6	2
O=C(c1cc(COc2ccc(F)c(F)c2)on1)N1CCN(C2CCCCC2)C(=O)C1	3	-6	-4	0	0.2	4	104	1.9	-3	-6
CCOc1ccc(NC(=O)C2CCN(c3nnnn3-c3ccccc3)CC2)cc1	2	0	-3	-1	-0.2	-8	95	6.5	2	-5
COc1cc(OC)cc(OCC(O)Cn2cnc3cc(C)c(C)cc32)c1 (centres undefined)	0	-4	-7	1	0.5	-19	92	-0.7	-5	.
Cc1ccc(C(=O)NCCNC(=O)COc2ccc(Cl)cc2)cn1	-4	-5	-7	2	-0.1	3	98	-0.5	-2	-5
COc1ccccc1-n1cnnc1SCC(=O)N1CCOCC1	-7	-2	-2	2	0.0	4	92	0.3	-1	-13
Cn1c(SCC(=O)N2CC(=O)Nc3ccccc32)nc2ccccc2c1=O	2	-2	-4	-5	0.1	10	99	0.6	11	-2
COc1ccc(OC)c(S(=O)(=O)N/N=C(/C)c2c[nH]c3ccccc23)c1	-3	26	-12	2	-0.3	-1	99	-0.4	-3	-4
O=C(Nc1ccc(S(=O)(=O)Nc2nccs2)cc1)c1ccc(F)c(S(=O)(=O)N2CCOCC2)c1	-2	3	-5	2	-0.1	-5	103	-0.3	-3	-10
Nc1nnnn1/N=C/c1cc(Cl)ccc1O	-4	-7	-13	1	0.0	1	98	-0.4	2	-5
COc1ccccc1CNC(=O)Cn1cccc1C(=O)c1ccccc1	-2	-4	-4	-4	0.1	2	96	0.8	7	-3
CC(C)Cc1nc(SCc2cccnc2)c2c(=O)n(C)c(=O)n(C)c2n1	4	-4	-2	-3	0.0	-1	93	-0.2	9	-2
COc1cccc(N2C(=O)c3cccnc3C2O)c1 (centres undefined)	-2	6	-16	2	-0.1	1	78	-0.5	-5	-3
Cc1ccc(C(=O)N2CC(=O)Nc3ccccc32)o1	0	3	-3	2	0.4	1	102	-1.3	-1	8
C1=C(c2cccc3ccccc23)N2CCN=C2S1	-4	1	.	4	0.5	-6	97	-0.7	-1	-7
O=C(N/N=C/c1ccco1)C1CC1c1ccccc1 (centres undefined)	-3	-7	-16	-2	0.5	4	95	-1.2	-3	-13
CCCCNC(=O)N1CCOCCOCCN(C(=O)NCCCC)CCOCCOCC1	0	6	.	0	0.2	5	97	4.4	7	8
Cc1csc2ncc(C(=O)Nc3ccc(C(F)(F)F)cc3)c(=O)n12	13	-17	-5	2	0.3	-9	89	0.9	-4	5
CN(C(=O)c1ccc(NC(=O)Cc2cccc(NC(=O)C3CCCN(C(=O)C4CC4)C3)c2)cc1)C1CCCC1 (centres undefined)	0	1	-11	2	0.0	-15	98	-1.4	-1	-3
O=C(Nc1ccc(N2CCN(C(=O)c3ccccc3F)CC2)cc1)c1cncc(Br)c1	-9	-4	-6	-13	0.6	21	94	0.8	0	.

Compound activity (PubChem BioAssay)
